BAP1 block: inhibitors of human BAP1 deubiquitinase | recombinant BAP1, Ub-AMC hydrolysis fluorescence kinetic; hits give low values | AID 436 | hit rate 0.48% among 72,000 | activity remaining (% of control), % at 20 µM;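 active = activity remaining at or below 50% of control, provided the compound also passes the data quality filters; inactive = the rest, including low values that fail the filters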;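 also: 100% = DMSO wells rate and 0% = substrate alone blank rate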
Target sequence (Q92560 whole entry, looked up): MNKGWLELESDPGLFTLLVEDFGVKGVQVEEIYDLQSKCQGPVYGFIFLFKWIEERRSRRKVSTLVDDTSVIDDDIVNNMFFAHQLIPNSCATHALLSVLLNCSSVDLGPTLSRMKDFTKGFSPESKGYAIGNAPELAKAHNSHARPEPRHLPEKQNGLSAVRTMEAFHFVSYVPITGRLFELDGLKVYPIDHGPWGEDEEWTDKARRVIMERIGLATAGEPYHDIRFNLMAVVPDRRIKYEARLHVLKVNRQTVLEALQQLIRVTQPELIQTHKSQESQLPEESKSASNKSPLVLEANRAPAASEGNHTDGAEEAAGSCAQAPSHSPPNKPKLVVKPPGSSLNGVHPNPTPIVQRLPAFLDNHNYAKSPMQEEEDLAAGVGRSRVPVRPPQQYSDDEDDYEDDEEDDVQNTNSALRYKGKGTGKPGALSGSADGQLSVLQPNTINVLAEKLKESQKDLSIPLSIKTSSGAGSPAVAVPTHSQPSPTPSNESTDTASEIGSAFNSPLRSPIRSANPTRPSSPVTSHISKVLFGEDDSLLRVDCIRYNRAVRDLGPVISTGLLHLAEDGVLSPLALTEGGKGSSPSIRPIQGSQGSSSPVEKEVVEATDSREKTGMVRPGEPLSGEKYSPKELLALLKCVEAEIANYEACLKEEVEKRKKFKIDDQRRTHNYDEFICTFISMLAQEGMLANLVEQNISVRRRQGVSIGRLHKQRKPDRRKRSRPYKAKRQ
HePTP inhibitor: human HePTP phosphatase inhibition | P35236 | recombinant HePTP phosphatase activity, OD absorbance | inhibition, % at 20 µM | hit rate 0.64% among 110,000 | AID 521; in the data active = inhibition above about 50%;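 also: plate controls were vehicle for no effect and reference inhibitor for full effect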
Target sequence (P35236 whole entry, looked up): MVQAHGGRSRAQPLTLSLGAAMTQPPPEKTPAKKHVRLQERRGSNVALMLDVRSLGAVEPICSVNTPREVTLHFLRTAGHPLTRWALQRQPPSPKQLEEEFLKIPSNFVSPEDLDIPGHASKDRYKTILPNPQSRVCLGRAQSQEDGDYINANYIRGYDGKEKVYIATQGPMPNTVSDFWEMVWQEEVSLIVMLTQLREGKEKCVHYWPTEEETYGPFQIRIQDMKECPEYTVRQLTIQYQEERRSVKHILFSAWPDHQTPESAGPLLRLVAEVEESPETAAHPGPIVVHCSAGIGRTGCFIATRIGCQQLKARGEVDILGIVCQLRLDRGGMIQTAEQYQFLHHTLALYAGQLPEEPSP
Active calls of the source: *; / = no result given; & = joins results of further samples.

Below each compound – BAP1 block | HePTP inhibitor
CC(C)CC(=O)N1CCN(Cc2cccc(C(F)(F)F)c2)CC1
→ 106 | -18
Cc1ccccc1OCC(=O)Nc1cccc(C(F)(F)F)c1
→ / | -13
O=C(O)C1C2CCC(O2)C1C(=O)NCc1ccc2c(c1)OCO2 (stereo not given)
→ / | -6
COc1cccc(C2=NOC(C(=O)NCc3ccccn3)C2)c1 (stereo not given)
→ 98 | 7
O=C(N/N=C\c1ccc(OC(=O)c2ccc3c(c2)OCO3)cc1)c1ccc([N+](=O)[O-])cc1
→ / | -6
COCCCNC(=O)CN(Cc1ccc(Cl)cc1)S(C)(=O)=O
→ 86 | 6
O=C(O)C1C(C(=O)Nc2ccccc2)C2C=CC1C21CC1 (stereo not given)
→ / | 1
COc1ccc(OC)c(S(=O)(=O)Nc2cc(OC)c(Cl)cc2OC)c1
→ 51 | -1
COC(=O)c1cccc(N(C(=O)CNC(=O)c2ccco2)C(C(=O)NC2CCCC2)c2ccco2)c1 (stereo not given)
→ 91 | 0
COc1ccccc1/C=C1\SC(=S)N(CCC(=O)Nc2cccc(C)c2)C1=O
→ / | -7
COc1ccccc1NC(=O)CC(NCc1ccccc1)C(=O)O (stereo not given)
→ 99 | 18
O=C1/C(=C\c2cc([N+](=O)[O-])ccc2O)SC(=S)N1c1cccc(C(F)(F)F)c1
→ / | -10
COc1cc(NC(=O)COc2ccc(-n3cnnn3)cc2)c(OC)cc1Cl
→ / | 4
Cc1ccc2nc(N3CCN(C(=O)c4cccs4)CC3)c(C#N)cc2c1
→ 93 | -1
CCCCOC(=O)CSc1nnc(N)s1
→ 101 | -6
COc1cc(C2=NOC(C(=O)NCc3ccco3)C2)cc(OC)c1OC (stereo not given)
→ 100 | -4
Cc1nn(-c2ccccc2)c2sc(C(=O)N(CC(=O)NC(C)(C)C)Cc3ccco3)cc12
→ 73 | 5
Cc1ccc(S(=O)(=O)c2c(C)nn(C(C)(C)C)c2OC(=O)c2cccs2)cc1
→ 89 | 0
O=C(O)COc1ccc2ccc(=O)oc2c1
→ / | -1
CCN(CC)CCCNC(=O)Cn1cc2c(n1)CCC(C)C2 (stereo not given)
→ 99 | 4
Cc1ccc(-c2c(C#N)c(N)nc3c2CCCCC3)s1
→ / | 3
CC1(C)C(=O)Nc2ccccc2N1C(=O)CN1C(=O)c2ccccc2C1=O
→ 118 | 10
Cc1ccc(S(=O)(=O)NCC(=O)N(CCc2ccccc2)CC(=O)NCc2ccco2)cc1
→ 82 | 8
NC1=NC(=O)CC(C(=O)Nc2cccc([N+](=O)[O-])c2)S1 (stereo not given)
→ / | -12
COc1cccc(OC)c1C(=O)Nc1ccc(S(=O)(=O)Nc2cc(C)nc(C)n2)cc1
→ 92 | 10
CCOC(=O)c1c(NC(=O)c2ccc(C(=O)OC)cc2)sc2c1CCCC2
→ 77 | /
Cc1ccccc1NC(=O)CC1CCCCC1
→ / | 2
COc1ccccc1-c1cc(N)n[nH]1
→ 104 | 8
CCSc1nnc(NC(=O)c2ccc(Br)cc2)s1
→ / | 4
Cc1ccc2c(Cl)c(C(=O)NCc3ccc(Cl)cc3)sc2c1
→ / | 7
COc1cc(SC)ccc1C(=O)Nc1ccon1
→ 138 | -5
COc1ccccc1C(=O)Nc1ncc2c(n1)CC(c1ccco1)CC2=O (stereo not given)
→ 97 | 3
NS(=O)(=O)c1cc2c(cc1Cl)NC(C1CC3C=CC1C3)NS2(=O)=O (stereo not given)
→ 91 | /
Brc1ccc(CSc2ncn[nH]2)cc1
→ 98 | 7&-3&3
O=C1CCC(C(=O)O)(c2ccccc2)N1c1ccccc1 (stereo not given)
→ / | 30
CC(=O)Nc1nc(CC(=O)c2ccccc2)cs1
→ 91 | 9
CN(C)c1ccc(C(=O)c2ccccc2C(=O)O)c(O)c1
→ 66 | 0&5
Cc1ccc(S(=O)(=O)N2CCC(C(=O)N[C@@H](C)C(=O)Nc3ccc4c(c3)OCO4)CC2)cc1
→ 99 | 4
CCNC(=O)c1ccccc1NC(=O)c1cccc(S(=O)(=O)N2CCC(C)CC2)c1
→ 123 | 0
COc1ccc(Br)cc1C(=O)O
→ 94 | 8
Cc1cc(-n2c(SCC(=O)NCc3cccs3)nc3n[nH]c(C)c3c2=N)ccc1Cl
→ / | -2
Cn1nc(-c2ccc(Cl)cc2)c2cc(C(=O)N3CCN(c4ccccc4)CC3)sc21
→ 66 | -5
CCc1nnc(NC(=O)CN2C(=O)/C(=C/c3ccc(OC)c(OC)c3)SC2=S)s1
→ / | 3
CCCSc1nnc(-c2c[nH]c3ccccc23)n1CC
→ 96 | -1
NS(=O)(=O)c1ccc(N=Cc2ccc(Cl)cc2)cc1
→ / | 6
Cc1ccc(-c2cc(C(=O)NC(C)C)c3ccccc3n2)s1
→ / | 8
C=CCSc1nnc(-c2ccccc2NC(C)=O)c(=O)[nH]1
→ 112 | 10
COc1ccccc1N1CCN(C(=O)COc2ccc(C)cc2C)CC1
→ / | 7
COC(=O)C1C(c2ccccc2)N(c2ccccc2)OC1(C)O (stereo not given)
→ / | 4
Cc1ccc(S(=O)(=O)N2CCN(C(=O)CSc3nnnn3C)C2)cc1
→ 97 | -8
O=C(CN1C(=O)/C(=C/c2ccccc2Cl)SC1=S)Nc1cccc(O)c1
→ / | 2
CCc1ccc(NC(=O)Nc2cccs2)cc1
→ 92 | 4
Cc1ccc(/C(O)=C2\C(=O)C(=O)N(c3ccc(O)cc3)C2c2ccc([N+](=O)[O-])cc2)cc1 (stereo not given)
→ / | 5
Cc1cccc(N2CCCn3c2nc2c3c(=O)n(CC(=O)OCc3ccccc3)c(=O)n2C)c1
→ 64 | 3
COc1ccccc1NC(=O)c1cc([N+](=O)[O-])ccc1Br
→ / | 4
CCOC(=O)N1CCN(C(=O)c2nc3ccccc3s2)CC1
→ 148 | 10
O=C(CSc1nc2ccccc2s1)NC(c1ccccc1)c1ccccc1
→ / | -9
Cc1ccc(-c2nnc(N(C)C(=O)C3CCCO3)s2)cn1 (stereo not given)
→ 88 | 7
CC(C)(C)c1ccc(S(=O)(=O)/N=C2\C=CC(=O)C(Br)=C2)cc1
→ / | 24
Cc1cc(C)cc(NC(=O)Cc2ccc([N+](=O)[O-])cc2)c1
→ / | -3

(next part)
Below each compound – BAP1 block | HePTP inhibitor
NC(=O)c1c(N)sc2c1CCCCCC2
→ / | 11
COc1ccc(C)cc1NC(=O)CN(C)S(=O)(=O)c1cccs1
→ 81 | 3
N#Cc1ccc(NC(=O)N2CCC(c3nc4c(nnn4Cc4cccc(Cl)c4)c(=O)[nH]3)CC2)cc1
→ 100 | 1
COc1cc2ccc(=O)oc2c(O)c1OCC=C(C)C
→ 89 | 8
COc1ccc(C(=O)NC2(C(F)(F)F)N=C3SCCN3C2=O)cc1 (stereo not given)
→ 120 | 9
Cn1c(SCC(=O)N2CCCc3ccccc32)nnc1-c1ccccc1
→ 98 | 7
CC1=NN(c2ccccc2)C(=O)/C1=C\C=C\c1cccc([N+](=O)[O-])c1
→ / | 3
COCCN(C(=O)C(F)(F)F)C(C(=O)NC1CCCCC1)c1ccco1 (stereo not given)
→ 99 | 6
Cc1ccc2c(c1)NC(=O)C(CC(=O)Nc1ccc(CN3CCC(C)CC3)cc1)O2 (stereo not given)
→ 106 | 7
COC(=O)c1ccccc1NC(=O)CN1CCC(NC(=O)c2ccc(C)cc2)CC1
→ 86 | 6
O=C(NC(NC(=S)Nc1ccc(I)cc1)C(Cl)(Cl)Cl)c1cccc([N+](=O)[O-])c1 (stereo not given)
→ / | -2
O=C(CNS(=O)(=O)c1ccc(F)cc1)N1CCN(c2ccccc2)CC1
→ 51 | 6
Cc1noc(C)c1CSc1nnc2scc(-c3ccccc3)n12
→ 94 | 1
CC(C)COc1ccc(C(=O)Nc2ccc3oc(-c4cccnc4)nc3c2)cc1
→ / | -9
COc1ccc(/C(C)=N/n2cnnc2)cc1
→ / | 5
Cc1ccc(/C=N/N2CCN(Cc3ccc(Cl)cc3)CC2)s1
→ / | -2
CCOC(=O)c1c(C)[nH]c(C(=O)COC(=O)c2ccc(N3CCCC3=O)cc2)c1C
→ 100 | -5
CCc1ccccc1NC(=O)c1ccncc1
→ / | -3
Cc1ccc(NC(=O)C2CCCN2C(=O)C(C)(C)C)cc1 (stereo not given)
→ / | -22
O=C(N/N=C/c1ccc(/C=N/NC(=O)Nc2ccccc2)cc1)Nc1ccccc1
→ / | 1
O=C(Nc1ccc(O)c(-c2nc3ccccc3s2)c1)c1cccc(Cl)c1Cl
→ / | 8
CCn1nnc(-c2ccccc2NS(=O)(=O)c2ccc(S(=O)(=O)N3CCCCCC3)cc2)n1
→ 84 | 5
CCOCCOC(=O)c1cccc(NC(=O)OCC)c1
→ 106 | 2&7
O=C(O)/C(S)=C\c1ccc(Cl)cc1
→ / | -4
COc1cc2[nH]c(=O)n(CCCCCC(=O)N3CCN(c4ccccn4)CC3)c(=O)c2cc1OC
→ 100 | 12
O=C1OC(Nc2ccc(F)cc2F)c2ccccc21 (stereo not given)
→ 95 | 5
CC(Oc1cccc(Cl)c1)C(=O)N1CCN(c2ccc(Cl)cc2)CC1 (stereo not given)
→ / | 2
CCOC(=O)c1ccccc1NC1CC(=O)N(c2ccccc2C)C1=O (stereo not given)
→ / | 0
CCOC(=O)C1=C(C)N=c2s/c(=C\C=C\c3ccco3)c(=O)n2C1c1ccc(OC)cc1 (stereo not given)
→ / | 3
O=C(NCCc1ccccc1)c1ccc(I)cc1
→ / | -3

A second format for some results above:
Compound,BAP1 block,HePTP inhibitor
COc1ccc(C)cc1NC(=O)CN(C)S(=O)(=O)c1cccs1,81,3
N#Cc1ccc(NC(=O)N2CCC(c3nc4c(nnn4Cc4cccc(Cl)c4)c(=O)[nH]3)CC2)cc1,100,1

Next part:
Below each compound – BAP1 block | HePTP inhibitor
COc1cc(/C=N/N2C(=O)CSC2=S)ccc1OCCOc1cc(C)ccc1C(C)C
→ / | -11
Cc1c(NC(=O)C(C)Oc2ccc(Cl)cc2Cl)c(=O)n(-c2ccccc2)n1C (stereo not given)
→ / | -2
O=C(CSc1nnc(-c2ccccc2)o1)Nn1cnnc1
→ 95 | 9
CCOC(=O)C1NN=C(C(=O)c2ccccc2)C1c1ccccc1 (stereo not given)
→ / | 1
O=S(=O)(c1ccccc1)N1CCN(Cc2ccccn2)CC1
→ / | 7
COc1ccc(C(OC(=O)c2ccco2)C(=O)NC2CCCCC2)cc1OC (stereo not given)
→ 99 | 15
O=C(CS(=O)(=O)Cc1ccccc1)N1CCc2ccccc21
→ 81 | 7
COc1cccc(OC)c1C(=O)Nc1ccc(Cl)c(C(N)=O)c1
→ / | 0
CC(=O)c1ccc(Nc2ccc([N+](=O)[O-])cc2[N+](=O)[O-])cc1
→ / | 5
N/C(=N\c1nc2ccccc2o1)NC(=O)c1ccccc1
→ / | -8
COc1cccc(C(=O)Nc2ccc(I)cc2C)c1
→ / | -10
CCCn1c(=O)c(C(=O)Nc2cccc(C)n2)c(O)c2ccccc21
→ / | -4
COc1cccc(C(=O)N(Cc2ccc3c(c2)OCO3)Cc2nc3ccccc3c(=O)[nH]2)c1
→ 103 | 14
Cc1c(NC(=O)COc2ccc(F)cc2)c(=O)n(-c2ccccc2)n1C
→ / | 6
O=C1c2ccccc2C(=O)N1C1C(=O)N(c2ccc(Br)cc2)C1c1ccccc1 (stereo not given)
→ / | 0
Cc1nc(SCc2c(F)cccc2Cl)n[nH]1
→ 68 | 11
O=C(NCC1CCCO1)Nc1cccc(Cl)c1 (stereo not given)
→ 89 | 2&-4
O=C(O)c1ccc2c(c1)C(=O)N(c1c[nH]c(=O)[nH]c1=O)C2=O
→ 72 | /
Cn1cc(Cl)c(C(=O)NC2CCCC2)n1
→ 92 | -4
O=C(CCNC(=O)Cn1ccc2ccccc2c1=O)NCCN1CCc2ccccc2C1
→ 90 | -3
Cc1cccc(OCC(=O)Nc2ccc3oc4ccccc4c3c2)c1
→ / | 8
CCc1ccc(-n2c(C)cc(/C=N/NC(=O)c3cccnc3)c2C)cc1
→ / | 3
CN1CCN(CCCN2c3ccccc3Sc3ccc(Cl)cc32)CC1
→ 133&91 | 13
COC(=O)C(C)Sc1nnc(Cc2cc(=O)[nH]c(=O)[nH]2)n1-c1ccc(OC)cc1 (stereo not given)
→ 94 | 10
CC1CC(C)CN(CCCNC(=O)CC2Oc3ccccc3NC2=O)C1 (stereo not given)
→ 97 | 7
CC(Oc1ccccc1)C(=O)Nc1ccc(C(N)=O)cc1 (stereo not given)
→ 90 | 2&5
COc1ccccc1N1CCN(CC(=O)Nc2ccc(C)c(F)c2)CC1
→ 101 | 10
O=C(OCC(=O)N1CCCc2ccccc21)c1ccc(Br)o1
→ 103 | 1
COc1ccc(NC(=O)Nc2ccccc2C)c(OC)c1
→ 86 | 5
CCn1nc(C)c(NC(=O)CSc2nnc(-c3ccco3)n2C)c1C
→ 61 | 1
CNC(=O)CSc1nnc(CCc2ccccc2)n1-c1ccccc1
→ 163 | -8
CCCCOc1ccc(N2C(=O)c3cccc4cccc(c34)C2=O)cc1
→ / | 8
Cc1ccc(NCCC(=O)c2ccc(Cl)cc2)cc1
→ / | 2
Nc1ncnc2oc(-c3ccco3)c(-c3ccco3)c12
→ / | 6

Ordered by number of heavy atoms (lowest first): some entries from above
Below each compound – BAP1 block | HePTP inhibitor
NC1=NC(=O)CC(C(=O)Nc2cccc([N+](=O)[O-])c2)S1 (stereo not given)
→ / | -12
CCOC(=O)C1NN=C(C(=O)c2ccccc2)C1c1ccccc1 (stereo not given)
→ / | 1
Cc1cccc(OCC(=O)Nc2ccc3oc4ccccc4c3c2)c1
→ / | 8
CCOC(=O)c1c(C)[nH]c(C(=O)COC(=O)c2ccc(N3CCCC3=O)cc2)c1C
→ 100 | -5

Assay outcomes from PubChem BioAssay.
